Bioassay records: PubChem BioAssay, National Center for Advancing Translational Sciences (NCATS)
RECQ1 inh = RECQ1 (human) helicase inhibition; Potency, µM (highest dose often 57.3 µM), without a hit: at the top dose activity, negative = inhibition, actives largely listed as inhibitors; AID 2549; RECQ1 DNA unwinding, red fluorescence kinetic read; P46063; 0.54% of 240,000 active; active means well fitted inhibition curve with a large enough effect;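 further: plate controls were vehicle for no effect and no enzyme for full effect; nearly all actives have a fitted effect of over 30% in size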
Target sequence (P46063 whole entry, looked up): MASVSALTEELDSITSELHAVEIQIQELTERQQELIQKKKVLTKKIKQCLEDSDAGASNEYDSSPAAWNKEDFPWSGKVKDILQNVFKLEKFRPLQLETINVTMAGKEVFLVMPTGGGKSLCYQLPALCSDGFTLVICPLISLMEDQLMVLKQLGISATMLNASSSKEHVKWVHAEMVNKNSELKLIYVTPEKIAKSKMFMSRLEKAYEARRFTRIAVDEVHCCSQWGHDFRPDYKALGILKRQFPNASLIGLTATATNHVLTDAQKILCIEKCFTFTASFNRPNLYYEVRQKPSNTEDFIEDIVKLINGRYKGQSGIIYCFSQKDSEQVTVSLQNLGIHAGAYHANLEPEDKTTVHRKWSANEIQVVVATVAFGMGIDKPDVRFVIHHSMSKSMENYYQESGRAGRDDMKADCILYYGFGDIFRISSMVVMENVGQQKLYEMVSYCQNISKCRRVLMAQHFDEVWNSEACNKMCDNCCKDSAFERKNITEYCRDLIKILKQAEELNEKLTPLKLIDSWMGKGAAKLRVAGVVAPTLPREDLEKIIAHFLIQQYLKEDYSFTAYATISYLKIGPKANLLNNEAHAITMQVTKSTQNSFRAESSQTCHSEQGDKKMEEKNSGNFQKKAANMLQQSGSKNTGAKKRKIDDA
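RECQ1T1 50 nM; forked duplex (20 bp + 30-nt ss tails) 200 nM, ATP 2 mM final; pH 8.0, 2 mM MgCl2, 2.5 ug/ml poly(dI-dC); 15 min compound preincubation; discontinuous kinetic read over 2 h at RT.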
GoLoco inh red = inhibitors of human Gai1-RGS12 GoLoco interaction (red fluorophore); P63096; Gai1:RGS12 GoLoco peptide FP, rhodamine, 10 min; Potency, µM (top dose mostly 61.6 µM), inactives show at the highest dose activity, negative = inhibition, actives largely listed as inhibitors; 0.44% of 230,000 active; AID 880; active means well fitted inhibition curve with a large enough effect, not every such curve was filed as active; inactive means no such curve, though single readings can be large or run the other way; further: nearly all actives have a fitted effect of over 30% in size; many of its hits are not listed in these tables
Target sequence (P63096 whole entry, looked up): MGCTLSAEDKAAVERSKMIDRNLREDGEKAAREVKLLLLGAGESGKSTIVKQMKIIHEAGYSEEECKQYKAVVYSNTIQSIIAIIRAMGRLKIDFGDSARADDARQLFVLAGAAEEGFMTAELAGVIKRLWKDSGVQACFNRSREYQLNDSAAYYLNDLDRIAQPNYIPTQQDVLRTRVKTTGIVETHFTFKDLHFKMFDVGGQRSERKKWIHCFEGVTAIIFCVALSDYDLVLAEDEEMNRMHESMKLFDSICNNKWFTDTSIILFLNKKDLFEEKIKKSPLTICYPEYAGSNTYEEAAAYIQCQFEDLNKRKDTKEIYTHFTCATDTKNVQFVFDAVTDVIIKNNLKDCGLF
Active calls of the source: *; . = no result given; [ ] = remark or other dose. Unless noted, on the % scale 0 is the no-effect control and ±100 the full control effect; potency means the concentration at half of the fitted maximal effect. An excerpt; the hit share may differ from the screen's.

The line under a structure holds: RECQ1 inh | GoLoco inh red
> O=C(O)c1c(-c2c3ccc(=O)cc-3oc3cc(O)ccc23)cc2ccccc2c1-c1ccccc1
 : . | 4%[14.2 µM]
> O=C(O)c1ccc(CNCc2ccccc2)cc1
 : . | 8%[14.2 µM]
> O=C(O)CSC1=NCCN1
 : . | 0%[14.2 µM]
> Clc1ccc2c(NCCNC3CCCCC3)ccnc2c1
 : . | 3%[14.2 µM]
> CN(C)CCNCCN
 : . | 10%[14.2 µM]
> CN1CCN(CN2C(=O)C3C4C=CC(C3C2=O)C2C3C(=O)N(CN5CCN(C)CC5)C(=O)C3C42)CC1 (configuration not stated)
 : . | -1%[14.2 µM]
> O=C(O)c1c(-c2nccc3ccccc23)[nH]c(-c2ccccc2)c1S(=O)(=O)O
 : . | 2%[14.2 µM]
> O=C(O)c1ccc(/C=N\N=C2c3ccccc3-c3ccccc32)cc1
 : . | 1%[14.2 µM]
> NCS(=O)(=O)O
 : . | -3%[14.2 µM]
> COc1ccc(CSC2=C(C#N)C(=O)NC3(CCCCC3)S2)cc1
 : . | 7%[14.2 µM]
> CCO[P@]1(=O)OC[C@@H]2O[C@H](n3cnc4c(N)ncnc43)[C@H](O)[C@@H]2O1
 : . | 9%[14.2 µM]
> C[C@@H]1Oc2ccc(C(=O)C[C@@H](C(=O)O)c3ccc4c(c3)OCO4)cc2O1
 : . | 1%[14.2 µM]
> CC[N+](C)(CC)CCN1C(=O)c2ccccc2S1(=O)=O
 : . | 9%[14.2 µM]
> CN(C)CCC(=O)[C@@]1(O)CC[C@H]2[C@H]3CC=C4C[C@@H](O)CC[C@]4(C)[C@H]3CC[C@]21C
 : . | 2%[14.2 µM]
> Cc1cc2nc([C@H](C)C(=O)c3ccc(Cl)cc3)c(=O)[nH]c2cc1C
 : . | 3%[14.2 µM]
> C/C(N=NC(=[SH+])SCc1ccccc1)=C1\C=CC=CN1.[Cl][Cu]
 : . | -32%[14.2 µM]
> O=S(=O)(c1ccccc1)N1CCN(S(=O)(=O)c2ccccc2)c2ccccc21
 : . | 3%[14.2 µM]
> Nc1ncnc2c1ncn2[C@H]1O[C@@H](CO)[C@@H](O)[C@H]1N
 : . | -5%[14.2 µM]
> N/N=C1/c2ccccc2N[C@H]1OC(=O)Nc1ccccc1
 : . | 4%[14.2 µM]
> O=C(O)C[n+]1ccccc1
 : . | -3%[14.2 µM]

Overlap with the part before: 3 entries; new compounds follow.
The line under a structure holds: RECQ1 inh | GoLoco inh red
> Nc1ncnc2c1ncn2[C@H]1O[C@@H](CO)[C@@H](O)[C@H]1N
 : . | -5%[14.2 µM]
> N/N=C1/c2ccccc2N[C@H]1OC(=O)Nc1ccccc1
 : . | 4%[14.2 µM]
> O=C(O)C[n+]1ccccc1
 : . | -3%[14.2 µM]
> c1ccc([P+](CC[P+](c2ccccc2)(c2ccccc2)c2ccccc2)(c2ccccc2)c2ccccc2)cc1
 : . | -4%[14.2 µM]
> O=C1[C@@H]2[C@@H](C(=O)N1c1ccc(OCc3ccccc3)cc1)[C@@H]1c3ccccc3[C@@H]2[n+]2ccccc21
 : . | 2%[14.2 µM]
> CC[C@@]1([N+](=O)[O-])C[C@H]2C=C[C@@H]1C2
 : . | 7%[14.2 µM]
> N=C(N)SCc1cccc(-c2nc3ccccc3c(=O)o2)c1
 : . | -1%[14.2 µM]
> O=C(C[C@@H]1C=Cc2ccccc2N1C(=O)c1ccccc1)c1ccccc1
 : . | 5%[14.2 µM]
> CC(C)C(=O)C(C)(C)CCc1ccccn1
 : . | 9%[14.2 µM]
> O=C(O)CCC(=O)Nc1ccc2ccccc2c1
 : . | 7%[14.2 µM]
> c1ccc(CN2CCC3(CC2)SSC2(CCN(Cc4ccccc4)CC2)SS3)cc1
 : . | -3%[14.2 µM]
> NC(=O)SCC(=O)Nc1ccc2ncccc2c1
 : . | 5%[14.2 µM]
> Oc1ccc(CNCc2ccccc2)c2cccnc12
 : . | -1%[14.2 µM]
> CC1(C)CCC(=O)N[C@H]1CC(=O)C[C@H]1NC(=O)CCC1(C)C
 : . | 9%[14.2 µM]
> O=C1C=C(NCCc2cc(Br)c(O)c(Br)c2)C(=O)c2ncccc21
 : . | -22%[14.2 µM]
> O=C(O)c1cccc(CN2CCCCC2)c1
 : . | 6%[14.2 µM]
> COc1ccc2nccc(SCC(=O)O)c2c1
 : . | 8%[14.2 µM]
> N[C@@H](Cc1c[nH]c2ccc([N+](=O)[O-])cc12)C(=O)O
 : . | -1%[14.2 µM]
> CN(/N=C\c1ccccc1O)c1ccc2ccccc2n1
 : . | -4%[14.2 µM]
> Nc1ncnc2c1ncn2[C@H]1O[C@@H](C(=O)O)[C@@H](O)[C@H]1O
 : . | 4%[14.2 µM]
> S=C1SCN(C2CCCCCCCCCCC2)CN1C1CCCCCCCCCCC1
 : . | 6%[14.2 µM]
> COc1cc(-c2[o+]c3cc(O)cc(O)c3cc2O)cc(O)c1O
 : . | 5%[14.2 µM]
> CN(Cc1cc(Cl)cc(Cl)c1O)Cc1c(O)ccc2ccccc12
 : . | 1%[14.2 µM]
> Nc1nc(SCC(=O)O)[nH]c(=O)c1N
 : . | 1%[14.2 µM]
> N#CNC(N)=Nc1ccc(Cl)cc1
 : . | 165%[activator][14.2 µM]
> CC(CC(=O)O)(CC(=O)O)c1ccccc1
 : . | 6%[14.2 µM]
> CN[C@@H]1NC(=O)c2ccccc2N1Cc1ccc(F)cc1
 : . | -2%[14.2 µM]
> O=C(O)NCC1CCCCC1 (tested in a mixture with another compound)
 : . | 5%[14.2 µM]
> N=C1[C@@H](O)[C@]2(I)c3ccccc3N3C(=N)[C@H](O)[C@@H]4c5ccccc5N1[C@@H]4[C@@H]32
 : . | 2.2µM*
> COc1c(O)ccc2c1CN1CCc3cc4c(cc3[C@@H]1C2)OCO4
 : . | -8%[14.2 µM]
> Cc1n[nH]c2ccccc2c1=O
 : . | 1%[14.2 µM]
> O=C(O)Cc1cccc2c(=O)cc(-c3ccccc3)oc12
 : . | 2%[14.2 µM]
> Br/C(=N\Nc1nn[nH]n1)c1ccncc1
 : . | 6%[14.2 µM]
> Nc1nc(-c2cccnc2)cc(-c2cc(-c3cccnc3)nc(N)n2)n1
 : . | 6%[14.2 µM]
> Cc1cc(C2(c3cc(C)c(O)c(C(=O)O)c3)OS(=O)(=O)c3ccccc32)cc(C(=O)O)c1O
 : . | 6%[14.2 µM]
> Oc1ccc2ccccc2c1C=NCc1c(O)ccc2ccccc12
 : . | 6%[14.2 µM]
> O=C(O)/C(Cc1cn[nH]n1)=N\O
 : . | -2%[14.2 µM]
> CCC(=O)OCN1C(=O)C=CC1=O
 : . | -18%[14.2 µM]
> Oc1ccc2ccccc2c1/C=C\c1ccc2c(Br)cc(Br)c(O)c2n1
 : . | 8%[14.2 µM]
> O=C(O)C(=Cc1ccc(-c2ccccc2)cc1)C(=O)O
 : . | 1%[14.2 µM]
> NC(N)=NC(N)=Nc1ccc(S(=O)(=O)O)cc1
 : . | 3%[14.2 µM]
> CC(C)NC1(C(N)=O)CCN(Cc2ccccc2)CC1
 : . | -8%[14.2 µM]
> O=C(O)[C@@H]1CCCN1Cc1c[nH]c2ccccc12
 : . | 12%[14.2 µM]
> Cc1cc(OCc2nc(N)nc(N)c2-c2ccc(Cl)c(Cl)c2)ccc1[N+](=O)[O-]
 : . | 6%[14.2 µM]
> C(=N/Nc1nnc2c(n1)[nH]c1ccccc12)/c1cccnc1
 : . | 2%[14.2 µM]
> Cc1noc(NC(=O)Nc2ccccc2F)c1C#N
 : . | 5%[14.2 µM]
> Clc1ccc2c(NCCNc3ccnc4cc(Cl)ccc34)ccnc2c1
 : . | 7%[14.2 µM]
> Nc1nc(C(=O)O)c(N=Nc2ccccc2)c(=O)[nH]1
 : . | 6%[14.2 µM]
> N[C@@H](Cc1nn[nH]n1)C(=O)O
 : . | 4%[14.2 µM]
> c1ccc(-c2cc(-c3cc(-c4ccccn4)[nH]n3)n[nH]2)nc1
 : . | 4%[14.2 µM]
> CC(=O)CSCc1ccccn1
 : . | -4%[14.2 µM]
> Cc1ccc(-[n+]2cc(=O)o[nH]2)cc1
 : . | 1%[14.2 µM]
> CC1(C)[C@@H]2CC[C@]1(CC(=O)O)[C@H](Cl)C2
 : . | 7%[14.2 µM]
> CC(=O)[C@]1(O)CC[C@@H]2[C@H]3C[C@@H](C)C4=CC(=O)CC[C@@]4(C)C3[C@@H](O)C[C@]21C (some centres not stated)
 : . | 4%[14.2 µM]
> CC(=NC1CCCCC1)c1ccccc1O
 : . | 5%[14.2 µM]
> N=C(N)SCc1nc(-c2ccc(Cl)cc2)no1
 : . | -4%[14.2 µM]
> COc1ccc2ccccc2c1/C=C\C(=O)c1ccccc1
 : . | -1%[14.2 µM]
> Cc1cc(OCC(=O)O)c(Cl)cc1Cl
 : . | 3%[14.2 µM]
> CCOc1ccc(N=NS(=O)(=O)O)cc1
 : . | -18%[14.2 µM]
> O=S(=O)(O)CCCc1cccc2ccccc12
 : . | 8%[14.2 µM]
> Nc1ncnc2c1nc(-c1ccccc1)n2[C@H]1O[C@@H](CO)[C@@H](O)[C@H]1O
 : . | -1%[14.2 µM]
> Cc1ccc(C)c(/C(=N\N=C(N)N)C2CC2)c1
 : . | 6%[14.2 µM]
> CC(CCc1nc2ccccc2s1)(c1ccc(O)cc1)c1ccc(O)cc1
 : . | 8%[14.2 µM]

Four records drawn at random from those above, as already listed:
The line under a structure holds: RECQ1 inh | GoLoco inh red
> c1ccc(-c2cc(-c3cc(-c4ccccn4)[nH]n3)n[nH]2)nc1
 : . | 4%[14.2 µM]
> Cc1ccc(C)c(/C(=N\N=C(N)N)C2CC2)c1
 : . | 6%[14.2 µM]
> Nc1nc(C(=O)O)c(N=Nc2ccccc2)c(=O)[nH]1
 : . | 6%[14.2 µM]
> Cc1cc(OCC(=O)O)c(Cl)cc1Cl
 : . | 3%[14.2 µM]

(continued)
The line under a structure holds: RECQ1 inh | GoLoco inh red
> Cc1ncn(-c2ccccc2O)c1C
 : . | 1%[14.2 µM]
> CCCCN1CSC(=S)N(Cc2ccccc2)C1
 : . | -8%[14.2 µM]
> O=C(NCCO)c1ccc(Cl)cc1
 : . | 2%[14.2 µM]
> COc1ccc2c(c1)N(CC[C@H]1CCCCN1C)c1ccccc1S2
 : . | 3%[14.2 µM]
> CN(C)CCCSc1nc2ccccc2[nH]1
 : . | 6%[14.2 µM]
> CC(C)[C@](N)(C(=O)O)c1ccccc1
 : . | 1%[14.2 µM]
> Cn1c(=O)c2[nH]c(CCCCc3nc4c([nH]3)c(=O)n(C)c(=S)n4C)nc2n(C)c1=S
 : . | 8%[14.2 µM]
> CC(NC(=O)c1ccccc1)(C(=O)O)C(=O)O
 : . | 13%[14.2 µM]
> Cc1[nH]c2c(C)ccc(C)c2c1CC(=O)O
 : . | -4%[14.2 µM]
> CCCC(c1cc(C(C)(C)C)c(O)cc1C)c1cc(C(C)(C)C)c(O)cc1C
 : . | 4%[14.2 µM]
> O=C(CSC1=NCCN1)c1ccccc1
 : . | 3%[14.2 µM]
> C[N+](C)(C)c1ccc([C@H](N)C(=O)O)cc1
 : . | -9%[14.2 µM]
> CO[C@@H]1/C=C\O[C@]2(C)Oc3c(C)c(O)c4c(O)c(cc(O)c4c3C2=O)NC(=O)/C(C)=C\C=C/[C@H](C)[C@@H](O)[C@H](C)[C@H](O)C(C)[C@H](OC(C)=O)[C@@H]1C (some centres not stated)
 : . | -2%[14.2 µM]
> C=CCSc1nc2ccccc2c(=O)n1Cc1ccco1
 : . | 11%[14.2 µM]
> O=[N+]([O-])c1cccc(/C=N\NC2=CS(=O)(=O)C=C2)c1
 : . | 8%[14.2 µM]
> Nc1cccc2cc(S(=O)(=O)Nc3ccc(C(=O)O)cc3)ccc12
 : . | -2%[14.2 µM]
> C[C@H](CCC(=O)O)[C@H]1CC[C@@H]2[C@@H]3CC[C@H]4C[C@@H](O)CC[C@@]4(C)[C@@H]3C[C@H](O)[C@@]21C
 : . | -2%[14.2 µM]
> COc1ccc(CC[N@+]2(C)COc3cc4oc(=O)cc(C)c4cc3C2)cc1OC
 : . | -4%[14.2 µM]
> COc1ccc(C[N+](C)(C)N)cc1OC
 : . | -3%[14.2 µM]
> COC(=O)[C@]1(C)CCC(c2ccc(C)cc2)=C(CC(=O)O)C1
 : . | 1%[14.2 µM]
> CC[C@@H](CS(=O)(=O)O)[N+](=O)[O-]
 : . | 5%[14.2 µM]
> O=C(O)CCC(O)=C1S(=O)(=O)OCCOS1(=O)=O
 : . | 2%[14.2 µM]
> C[C@@](O)(CNS(=O)(=O)c1ccccc1)c1ccccc1
 : . | 0%[14.2 µM]
> Nc1ccc(N(S(=O)(=O)c2ccccc2)S(=O)(=O)c2ccccc2)c(Cl)c1
 : . | 4%[14.2 µM]
> CC(C)(N)CO[C@H]1C[C@H]2CC[C@@]1(C)C2(C)C
 : . | 9%[14.2 µM]
> O=S(=O)(c1cccc(C(F)(F)F)c1)N1c2ccccc2-n2cccc2[C@H]1c1cccnc1
 : . | 2%[14.2 µM]
> NCC[C@H](N)C(=O)O
 : . | 0%[14.2 µM]
> O=C(O)[C@H]1CCc2ccc3ccccc3c2[C@H]1c1cccc2ccccc12
 : . | 8%[14.2 µM]
> COc1cc2ccc([C@H](C)NCC#N)cc2cc1OC
 : . | 5%[14.2 µM]
> O=C1Nc2ccccc2[C@]1(O)Cc1ccccn1
 : . | 10%[14.2 µM]
> O=P(O)(O)O[C@@H]1O[C@H](CO)[C@@H](O)[C@H](O)[C@@H]1O
 : . | -1%[14.2 µM]
> O[C@@H]1[C@@H](OCc2ccccc2)OC[C@H](O)[C@@H]1O
 : . | 4%[14.2 µM]
> CC(C)CNc1nc(C#N)nc(Nc2ccccc2)n1
 : -8% | .
